D1 antag = human D1 dopamine receptor antagonism | P21728 | HEK293 TREx D1 cells, calcium flux, dopamine EC80; active compounds read low | activity change, negative = inhibition, % at 10 µM | actives 3.2% (n = 360,000); in the data active = activity change below about -30%; also: % is scaled to controls: 0 for no effect and ±100 for the full control effect
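Allosteric or orthosteric antagonism assessed as attenuation of the calcium response to EC80 dopamine, added 180 s after compound, in induced HEK293 Trex D1 cells loaded with no-wash calcium dye.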
D1 agonist = human D1 receptor agonism; actives 1% (n = 360,000); activation, % at 2 µM; HEK293 T-REx D1 cells, calcium flux, agonist mode; P21728; AID 504660; in the data active = activation above about 30%; also: 0% is about no effect
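Inducible HEK293 T-REx D1 cells, force-coupled to calcium signalling, were plated at 4000 cells/well with tetracycline and held overnight at 30 C. After no-wash calcium dye loading, compound-evoked calcium rise over 180 s flagged agonists.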
D2 ag = D2 dopamine receptor (human) agonism; P14416; actives 0.53% (n = 340,000); activation, % at 2 µM; AID 485358; HEK293 T-REx D2 cells, calcium flux agonist mode;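 active = activation over 3 SD above normal in the single-dose calcium agonist read, cut at about 30% in these data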; also: 0% is about no effect
Target sequence (P14416 whole entry, looked up): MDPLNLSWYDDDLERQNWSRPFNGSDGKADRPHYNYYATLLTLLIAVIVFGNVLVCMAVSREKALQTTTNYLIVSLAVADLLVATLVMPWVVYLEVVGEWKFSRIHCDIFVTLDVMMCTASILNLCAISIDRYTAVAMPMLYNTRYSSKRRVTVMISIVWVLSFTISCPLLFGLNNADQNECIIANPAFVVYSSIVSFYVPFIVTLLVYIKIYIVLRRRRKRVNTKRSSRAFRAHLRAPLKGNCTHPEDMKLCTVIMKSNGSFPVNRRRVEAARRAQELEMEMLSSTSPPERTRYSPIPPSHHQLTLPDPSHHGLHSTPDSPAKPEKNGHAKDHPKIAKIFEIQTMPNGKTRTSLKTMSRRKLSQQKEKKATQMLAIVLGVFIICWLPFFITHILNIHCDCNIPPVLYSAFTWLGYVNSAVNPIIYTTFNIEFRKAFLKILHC
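Agonism is scored from calcium flux in a force-coupled, inducible HEK293 cell line expressing D2, read kinetically for 180 s after compound addition against dopamine controls.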
D2 antagonist = antagonizes the human D2 dopamine receptor; P14416; HEK293 TREx D2 cells, calcium flux, dopamine EC80; inhibition, % at 10 µM; actives 2% (n = 340,000); AID 485344; in the data active = inhibition above about 30%; also: 0% is about no effect
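In this primary screen, negative modulation is detected by tracking calcium flux after an EC80 dopamine challenge in inducible HEK293 T-REx D2 cells preexposed to test compound for 180 s.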
D2 PAM = positive allosteric modulators of human D2 dopamine receptor; actives 0.34% (n = 340,000); potentiation, % at 10 µM; AID 485347; HEK293 T-REx D2, calcium flux, EC20 dopamine potentiation;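 active = potentiation over 3 SD above the plate norm, cut at about 30% in these data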; also: 0% is about no effect
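Using a no-wash calcium dye in inducible, force-coupled HEK293 Trex cells expressing D2, we tracked fluorescence each second for 180 s after compound, then for 180 s after EC20 dopamine to detect augmented signalling.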
RXFP1 antag = blocks the human relaxin receptor RXFP1; Q9HBX9; HEK293-RXFP1, relaxin-stimulated cAMP HTRF, 30 min; active compounds read low; activity change, negative = inhibition, % at 57.5 µM; actives 0.59% (n = 350,000); AID 1259400;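 active = activity change of -60% or lower, but not beyond a set lower limit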; also: % is scaled to controls: 0 for no effect and ±100 for the full control effect
TRHR enhancer = allosterically enhances the human TRH receptor; P34981; TRHR cells, fluo-8 calcium fluorescence, EC20 TRH enhancement; enhancement, % at 2 µM; actives 0.66% (n = 360,000); AID 493056; in the data active = enhancement above about 30%; also: 0% is about no effect
Target sequence (P34981 whole entry, looked up): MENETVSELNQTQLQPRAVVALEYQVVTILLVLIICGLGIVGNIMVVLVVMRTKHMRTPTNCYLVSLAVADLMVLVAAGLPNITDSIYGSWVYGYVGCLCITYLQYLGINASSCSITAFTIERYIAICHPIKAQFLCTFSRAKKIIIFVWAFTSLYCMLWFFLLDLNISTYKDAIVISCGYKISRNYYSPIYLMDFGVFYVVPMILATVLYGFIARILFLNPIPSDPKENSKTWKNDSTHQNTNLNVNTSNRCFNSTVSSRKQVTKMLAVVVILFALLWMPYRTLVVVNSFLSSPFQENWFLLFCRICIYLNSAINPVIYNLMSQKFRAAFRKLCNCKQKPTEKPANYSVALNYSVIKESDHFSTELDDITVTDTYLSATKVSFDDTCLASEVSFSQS
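TRHR-expressing cells loaded with fluo-8 calcium dye were read kinetically (ex 480/em 530) during compound addition, then stimulated with an EC20 of TRH (10 nM final). Enhancement of the Gq-mediated intracellular calcium response was scored.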
D1 PAM = potentiators of human D1 dopamine receptor | P21728 | HEK293 TREx D1 cells, calcium flux, dopamine EC20 potentiation | potentiation, % at 10 µM | actives 0.036% (n = 360,000) | AID 504651; in the data active = potentiation above about 30%; also: 0% is about no effect
RXFP1 ag = RXFP1 (human) receptor agonism; Q9HBX9; HEK293T-RXFP1 cAMP TR-FRET, 30 min; response scale: percent of porcine relaxin response, buffer zero; Potency, µM (titrated, usually from 57.5 µM), without a hit: at the top dose activation, actives largely listed as activators; actives 0.3% (n = 370,000); active = well fitted activation curve with a large enough effect; also: potency is read from the fitted curve at half-maximal effect; % is scaled to controls: 0 for no effect and ±100 for the full control effect; nearly all actives have a fitted effect of over 60% in size; many of its hits are not listed in these tables
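cAMP rise read by TR-FRET after 30 min, 37C compound exposure (up to 58 uM) in RXFP1-transfected HEK293 cells with Ro 20174 present. EC50 from Hill-equation fits, with 29 nM porcine relaxin as 100% and buffer as basal.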
* hit, by the source's call.

Results for COc1ccc(OC)c(CN2C(=O)c3ccccc3C2C(=O)NCc2cccnc2)c1 (stereo not drawn) ?
D1 antag: -15.9; D1 agonist: 0.5; D2 ag: 0.0; D2 antagonist: 0.7; D2 PAM: 3.6; TRHR enhancer: -4.2; D1 PAM: -0.6; RXFP1 ag: -0.8%

What do the screens show for `O=C1CCCc2[nH]c(=O)c(-c3nc(-c4cccc([N+](=O)[O-])c4)cs3)cc21`?
D1 antag: -22.1; D1 agonist: -0.6; D2 ag: -0.2; D2 PAM: -7.1; RXFP1 antag: -9.7; TRHR enhancer: 1.3; D1 PAM: -1.8; RXFP1 ag: 5.4%

Results for Cc1ccc(OCCC(=O)Nc2ccc(S(=O)(=O)Nc3cc(C)nc(C)n3)cc2)cc1 ?
D1 antag: 14.8; D1 agonist: 1.8; D2 ag: -0.2; D2 antagonist: 7.5; D2 PAM: -8.6; RXFP1 antag: -16.3; TRHR enhancer: 4.5; D1 PAM: -8.0; RXFP1 ag: -1.6%

How did CSc1ccccc1NC(=O)CN(C)C(=O)C1CCN(C(=O)Nc2ccccc2)CC1 do in these assays?
D1 antag: 10.4; D1 agonist: 3.5; D2 ag: 0.6; D2 antagonist: -11.4; D2 PAM: 0.2; RXFP1 antag: 16.9; TRHR enhancer: -1.3; D1 PAM: -5.7; RXFP1 ag: 0.3%

How did O=C(NCc1ccccn1)c1cc(-c2ccccc2Cl)on1 do in these assays?
D1 antag: -15.3; D1 agonist: 1.7; D2 ag: 0.6; D2 antagonist: 7.9; D2 PAM: 16.4; RXFP1 antag: 3.8; TRHR enhancer: 5.1; D1 PAM: -3.0; RXFP1 ag: 1.7%

How did O=C(CC12CC3CC(CC(Br)(C3)C1)C2)NCc1ccccc1 do in these assays?
D1 antag: 7.4; D1 agonist: -0.8; D2 ag: -0.4; D2 antagonist: -3.2; D2 PAM: -9.2; RXFP1 antag: 7.0; TRHR enhancer: -0.8; D1 PAM: 1.6; RXFP1 ag: -0.8%

What do the screens show for `Cc1ccnn1-c1ccc(C(=O)OCC(=O)Nc2ccc(F)cc2)cc1`?
D1 antag: -5.4; D1 agonist: 1.6; D2 ag: -0.2; D2 antagonist: 16.6; D2 PAM: -3.4; RXFP1 antag: -9.5; TRHR enhancer: 1.1; D1 PAM: -1.9; RXFP1 ag: 2.4%

How did N#Cc1ccc(Sc2nc3ccccc3[nH]2)cc1C#N do in these assays?
D1 antag: -18.2; D1 agonist: 3.3; D2 ag: -0.1; D2 antagonist: -2.6; D2 PAM: -23.8; RXFP1 antag: -10.8; TRHR enhancer: -4.9; D1 PAM: -1.9; RXFP1 ag: -0.1%

What do the screens show for `CC(C)Cc1nn2c(=O)cc(COC(=O)c3cccc(NC(=O)c4ccccc4)c3)nc2s1`?
D1 antag: 11.2; D1 agonist: -1.3; D2 ag: -1.1; D2 PAM: 2.5; RXFP1 antag: 11.6; TRHR enhancer: -3.5; D1 PAM: 1.4; RXFP1 ag: 2.6%

How did CS(=O)(=O)Nc1ccc(C2=NN(C(=O)CCCC(=O)O)C(c3cccs3)C2)cc1 (stereo not drawn) do in these assays?
D1 antag: 19.1; D1 agonist: -0.1; D2 ag: 0.6; D2 antagonist: -15.2; D2 PAM: -0.7; RXFP1 antag: -4.0; TRHR enhancer: 9.9; D1 PAM: 1.8; RXFP1 ag: 5.2%

Results for COc1ccc(Cl)cc1C(=O)NCCN1CCOCC1 ?
D1 antag: -8.8; D1 agonist: 0.9; D2 ag: 0.6; D2 antagonist: -4.6; D2 PAM: -2.3; TRHR enhancer: 7.0; D1 PAM: -3.9; RXFP1 ag: -0.4%

What do the screens show for `Cc1cc(SCC(=O)NCCN2C(=O)CSC2=O)nc2ccccc12`?
D1 antag: 4.5; D1 agonist: 0.4; D2 ag: -1.4; D2 antagonist: 2.7; D2 PAM: -10.0; RXFP1 antag: -8.8; TRHR enhancer: -8.0; D1 PAM: -17.9; RXFP1 ag: 5.7%

What do the screens show for `COc1ccc(-c2nc3ncnn3cc2C)cc1F`?
D1 antag: -3.6; D1 agonist: 4.1; D2 ag: 1.0; D2 antagonist: -4.1; D2 PAM: 7.3; RXFP1 antag: 15.3; TRHR enhancer: 0.8; D1 PAM: -1.4; RXFP1 ag: 2.6%

Results for O=C(CCN1CCCCCC1)Nc1ccc(F)c(F)c1 ?
D1 antag: -11.0; D1 agonist: 12.9; D2 ag: 1.0; D2 antagonist: 24.7; D2 PAM: -21.8; RXFP1 antag: -11.7; TRHR enhancer: 0.6; D1 PAM: 3.7; RXFP1 ag: 0.7%

What do the screens show for `COc1ccc([C@H]2CC(=O)C=C(c3cccc(C(C)C)c3)C2)cc1`?
D1 antag: -25.2; D1 agonist: 9.6; D2 ag: 1.6; D2 antagonist: 13.3; D2 PAM: 5.5; TRHR enhancer: -1.1; D1 PAM: -3.6; RXFP1 ag: -1.1%

What do the screens show for `Cn1c(CSc2nc3ccccc3n2C)nc2ccccc21`?
D1 antag: -0.1; D1 agonist: 1.5; D2 ag: 0.9; D2 antagonist: 14.9; D2 PAM: -4.8; RXFP1 antag: -9.5; TRHR enhancer: -4.5; D1 PAM: -7.7; RXFP1 ag: 1.5%

How did O=C(C1CCCN(Cc2ccc3c(c2)OCO3)C1)N1CCCC1 (stereo not drawn) do in these assays?
D1 antag: 14.6; D1 agonist: 3.3; D2 ag: 0.2; D2 antagonist: -12.8; D2 PAM: 1.4; RXFP1 antag: 8.3; TRHR enhancer: -2.9; D1 PAM: 6.2; RXFP1 ag: 2.0%

Results for COc1cccc(-c2nc(NCc3cccnc3)c3ccccc3n2)c1O ?
D1 antag: -9.2; D1 agonist: 1.3; D2 ag: -0.1; D2 antagonist: -9.5; D2 PAM: 1.7; RXFP1 antag: -11.8; TRHR enhancer: 0.0; D1 PAM: -3.2; RXFP1 ag: -0.3%

How did O=C(NCCc1ccc(F)cc1)C(=O)NCC(c1ccc2c(c1)OCO2)N1CCOCC1 (stereo not drawn) do in these assays?
D1 antag: -9.5; D1 agonist: 0.4; D2 ag: 0.7; D2 PAM: -4.0; RXFP1 antag: 6.9; TRHR enhancer: 18.2; D1 PAM: 2.4; RXFP1 ag: -1.6%

How did CCNC(=O)CC1SC(=Nc2ccc(C)cc2)N(CC)C1=O (stereo not drawn) do in these assays?
D1 antag: 0.8; D1 agonist: 0.1; RXFP1 antag: -4.2; TRHR enhancer: -0.1; D1 PAM: -7.7; RXFP1 ag: 0.1%

3 compounds picked at random from the list so far, as already listed:
What do the screens show for `COc1ccc([C@H]2CC(=O)C=C(c3cccc(C(C)C)c3)C2)cc1`?
D1 antag: -25.2; D1 agonist: 9.6; D2 ag: 1.6; D2 antagonist: 13.3; D2 PAM: 5.5; TRHR enhancer: -1.1; D1 PAM: -3.6; RXFP1 ag: -1.1%

Results for COc1cccc(-c2nc(NCc3cccnc3)c3ccccc3n2)c1O ?
D1 antag: -9.2; D1 agonist: 1.3; D2 ag: -0.1; D2 antagonist: -9.5; D2 PAM: 1.7; RXFP1 antag: -11.8; TRHR enhancer: 0.0; D1 PAM: -3.2; RXFP1 ag: -0.3%

What do the screens show for `CC(C)Cc1nn2c(=O)cc(COC(=O)c3cccc(NC(=O)c4ccccc4)c3)nc2s1`?
D1 antag: 11.2; D1 agonist: -1.3; D2 ag: -1.1; D2 PAM: 2.5; RXFP1 antag: 11.6; TRHR enhancer: -3.5; D1 PAM: 1.4; RXFP1 ag: 2.6%

Next part:
What do the screens show for `CCOc1ccc(NCc2cccn2-c2nnc(N3CCC(C(=O)NCCc4ccc(OCC)c(OCC)c4)CC3)s2)cc1`?
D1 antag: -13.3; D1 agonist: -0.3; D2 ag: -0.2; D2 PAM: 8.0; RXFP1 antag: 0.2; TRHR enhancer: -12.8; D1 PAM: -6.0; RXFP1 ag: 3.1%

How did CC(C)c1nn2c(=O)cc(COC(=O)CNC(=O)c3ccccc3Cl)nc2s1 do in these assays?
D1 antag: -19.7; D1 agonist: 0.9; D2 ag: -0.5; D2 PAM: 11.6; TRHR enhancer: 4.0; D1 PAM: -5.3; RXFP1 ag: 7.7%

Results for CC(NC(=O)CCC(=O)N1CCN(S(=O)(=O)c2ccc(Cl)cc2)CC1)c1ccccc1 (stereo not drawn) ?
D1 antag: -13.5; D1 agonist: 5.4; D2 ag: -0.4; D2 antagonist: 6.3; D2 PAM: -9.9; RXFP1 antag: 8.7; TRHR enhancer: -9.0; D1 PAM: -6.3; RXFP1 ag: -0.5%

What do the screens show for `c1ccc(CN2CCC3(CC2)Nc2ccccc2S3)cc1`?
D1 antag: 0.1; D1 agonist: 4.0; D2 ag: 0.3; D2 antagonist: -5.7; D2 PAM: 4.9; RXFP1 antag: -9.8; TRHR enhancer: -3.3; D1 PAM: -3.8; RXFP1 ag: 1.9%

Results for CCC(=O)C1=C(c2ccc(F)cc2)N(C(=O)CC)n2cnnc2S1 ?
D1 agonist: 0.8; D2 ag: -0.4; D2 PAM: 11.6; RXFP1 antag: 16.0; TRHR enhancer: -3.2; D1 PAM: -1.9; RXFP1 ag: 3.4%

How did CC1(C)CC(=O)C(N=Nc2cc(Cl)c(Cl)c(Cl)c2)=C(O)C1 do in these assays?
D1 antag: 0.4; D1 agonist: -0.4; D2 ag: -3.0; D2 antagonist: -0.3; D2 PAM: -4.7; RXFP1 antag: 3.4; TRHR enhancer: -1.9; D1 PAM: 1.6; RXFP1 ag: 3.0%

Results for Cc1cc(C(=O)COC(=O)c2cccn2C)c(C)n1Cc1ccco1 ?
D1 antag: -18.2; D1 agonist: 10.4; D2 ag: 2.3; D2 antagonist: -0.4; D2 PAM: 7.5; RXFP1 antag: -3.7; TRHR enhancer: 0.4; D1 PAM: -0.9; RXFP1 ag: 0.7%

Results for CCCSc1nc2c(c(=O)[nH]1)C(c1ccc(O)c(OCC)c1)CC(=O)N2 (stereo not drawn) ?
D1 antag: 13.5; D1 agonist: 3.7; D2 ag: -1.8; D2 PAM: 8.0; RXFP1 antag: -2.8; TRHR enhancer: -2.4; D1 PAM: -1.4; RXFP1 ag: -2.2%

What do the screens show for `Cc1nc(C(=O)O)nn1-c1cc(Cl)ccc1Cl`?
D1 antag: -5.5; D1 agonist: 0.4; D2 ag: 0.8; D2 antagonist: 9.9; D2 PAM: 10.0; RXFP1 antag: -4.9; TRHR enhancer: 11.3; D1 PAM: -3.4; RXFP1 ag: -0.4%

Results for CC(C)(C)N1C(=O)[C@H]2[C@@H](c3ccc(Br)cc3)N3C(=O)N(c4cccc(Cl)c4)C(=O)[C@@]3(Cc3ccccc3)[C@H]2C1=O ?
D1 antag: -9.3; D1 agonist: -0.2; D2 ag: 1.3; D2 antagonist: -7.8; D2 PAM: -22.3; TRHR enhancer: -4.3; D1 PAM: -8.0; RXFP1 ag: -0.3%

Results for COc1ccc(NC(=O)N2CCN(c3cc(-c4noc(C)n4)ccc3C)CC2)c(OC)c1 ?
D1 antag: -14.2; D1 agonist: 2.3; D2 ag: 0.4; TRHR enhancer: -5.9; D1 PAM: -3.4; RXFP1 ag: 1.5%

A portion of the library; rates above refer to the full screens.
